GPR55 antagonists = GPR55 antagonists blocking LPI-driven arrestin recruitment, primary screen, imaging, U2OS, beta-arrestin-GFP, LPI agonist (AID 2013); G-protein coupled receptor 55 (Homo sapiens); U2OS GPR55 beta-arrestin-GFP translocation imaging, LPI antagonism; higher % means a stronger effect; inhibition, % at 10 µM, or IC50 in µM where a hit was titrated; actives 0.13% (n = 290,000);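 active = spots per cell inhibited over 60%, with over 100 cells counted and total cytoplasm intensity under 500,000; inconclusive = wells with under 100 cells, flagged as likely toxic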;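 also: U2OS cells stably carrying GPR55 and arrestin-GFP stimulated by 5 µM LPI near EC80; imaged beta-arrestin-GFP aggregate spots per cell after agonist stimulation; plate controls were LPI-stimulated DMSO wells for no effect and DMSO wells without LPI for full effect; some results filed as inactive read as strong as hits; confirmed hits need IC50 under 10 µM and bright autofluorescent wells are also inconclusive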
KOR beta-arrestin-1 = KOR antagonists, beta-arrestin recruitment, cell-based, luminescence, uHTS (AID 1778). Kappa-type opioid receptor (Homo sapiens). KOR beta-arrestin recruitment, luminescence, antagonist mode; higher % means a stronger effect. one-dose inhibition, % at 10 µM; IC50 in µM for titrated hits. actives 0.091% (n = 290,000); in the data active = inhibition above about 50%; also: strong numbers were not always called active
AID2073 = inhibitors of Mint1-CaV2.2 protein interaction, biochemical, HTRF (AID 2073); one-dose inhibition, % at 20 µM; IC50 in µM for titrated hits; Voltage-dependent N-type calcium channel subunit alpha-1B (Homo sapiens); HTRF protein-protein interaction, Mint1-CaV2.2; higher % means a stronger effect; actives 0.19% (n = 290,000); in the data active = inhibition mostly above about 51%, no sharp cut-off; inconclusive = no clear call, values can overlap the other calls; inactive = mostly below about 53%; also: some results filed as inactive read as strong as hits
GPR35 antagonists = GPR35 antagonists blocking zaprinast-driven arrestin recruitment, primary screen, imaging, U2OS, beta-arrestin-GFP, zaprinast agonist (AID 2058). one-dose inhibition, % at 10 µM; IC50 in µM for titrated hits. G-protein coupled receptor 35 (Homo sapiens). U2OS GPR35 beta-arrestin-GFP translocation imaging, zaprinast antagonism; higher % means a stronger effect. actives 0.052% (n = 290,000);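 active = inhibition of at least 50% with at least 30 cells and total cytoplasm GFP at most 10,000,000; inconclusive = under 30 cells or total GFP of 10,000,000 plus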
SIAH1 antagonists = Siah-1 peptide-binding antagonists, primary screen, biochemical, fluorescence polarization, rhodamine-plectin, uHTS (AID 1817); one-dose displacement, % at 20 µM; IC50 in µM for titrated hits; actives 0.02% (n = 290,000); Siah-1 / rhodamine-plectin peptide fluorescence polarization; higher % means a stronger effect;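 active = displacement of at least 50% at 20 µM, with a fluorescence ratio check between 0.3 and a set limit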;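 also: plate controls were Siah plus tracer with DMSO for no effect and tracer alone without Siah for full effect; strong numbers were not always called active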
GPR55 beta-arrestin = GPR55 agonists via beta-arrestin recruitment, primary screen, imaging, U2OS cells, beta-arrestin-GFP redistribution (AID 1961) | U2OS GPR55 beta-arrestin-GFP redistribution imaging; higher % means a stronger effect | one-dose activation, % at 10 µM; EC50 in µM for titrated hits | actives 0.048% (n = 290,000) | G-protein coupled receptor 55 (Homo sapiens);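 active = activation above 40% with more than 50 cells counted in the well; inconclusive = wells holding fewer than 50 cells, flagged as toxic or sparse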;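 also: U2OS osteosarcoma cells stably expressing GPR55 and beta-arrestin-GFP; plate controls were DMSO negative control for no effect and LPI positive control for full effect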
HIV peptide binding = inhibitors of HIV fusion peptide binding, primary screen, biochemical, uHTS, fluorescence dequenching (AID 1986); actives 0.3% (n = 290,000); cell-free peptide binding, fluorescence dequenching, 30 min; higher % means a stronger effect; inhibition, % at 20 µM; hits with a dose series show IC50 in µM; in the data active = inhibition mostly above about 52%, no sharp cut-off; inactive = mostly below about 76%; also: some results filed as inactive read as strong as hits
KOR beta-arrestin-2 = KOR agonists, beta-arrestin recruitment, primary screen, cell-based, luminescence, uHTS (AID 1777); Kappa-type opioid receptor (Homo sapiens); KOR beta-arrestin recruitment, luminescence; higher % means a stronger effect; activation, % at 10 µM, or EC50 in µM where a hit was titrated; actives 0.02% (n = 280,000); in the data active = activation above about 50%, passing the limit was not always enough; also: a part of the inactive calls stands beside numbers as strong as those of hits
NOD1 NF-kB reporter = NOD1 signaling inhibitors, primary screen, cell-based, luminescence, uHTS (AID 1578). NOD1-driven NF-kB luciferase reporter cells, luminescence; higher % means a stronger effect. inhibition, % at 4 µM, or EC50 in µM where a hit was titrated. actives 1% (n = 290,000); in the data active = inhibition mostly above about 36%, no sharp cut-off; inactive = mostly below about 34%;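 also: HEK-293T reporter cells stimulated with the NOD1 agonist gamma-tri-DAP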
* marks the source's active call; other numbers are inactive results; ? = inconclusive; / = not tested or not shown; [ ] = dose if it differs, or a comment.

(1) CCOC(=O)Cc1csc(NC(=O)c2ccc(Br)cc2)n1
(2) CCCCOCCCNC(=O)N[C@H](C(=O)OC)C(C)CC (some centres not stated)
(3) CCC(C)C(=O)Nc1nnc(CCc2ccccc2)s1 (configuration not stated)
(4) CCSc1nc2ccccc2c(=O)n1CCc1ccc(OC)c(OC)c1
(5) O=c1cc(CN2CCN(c3cccc(C(F)(F)F)c3)CC2)nc2sccn12
(6) CCOc1ccc(C(=O)NCC(=O)OCc2c(C)noc2C)cc1
(7) C/C(=N\NC(=O)c1cccs1)c1ccc2c(c1)OCO2
(8) CC(=O)N(C(C)=O)N1C(=O)C2C3c4ccccc4C(c4ccccc43)C2C1=O (configuration not stated)

Assay by compound,1,2,3,4,5,6,7,8
GPR55 antagonists,0%,0%,-2%,13%,-2%,10%,-8%,4%
KOR beta-arrestin-1,-57%[20 µM],31%,-20%[20 µM],28%,-6%,-14%,-55%,13%[20 µM]
AID2073,3%,4%,7%,4%,18%,-7%,13%,26%
GPR35 antagonists,-2%,9%,-17%,2%,7%,-4%,7%,-7%
SIAH1 antagonists,1%,4%,0%,15%,2%,2%,2%,2%
GPR55 beta-arrestin,-0.3%,0.0%,-0.4%,-1.9%,1.3%,-0.3%,0.1%,-0.1%
HIV peptide binding,1.2%,-0.2%,0.2%,0.3%,-0.2%,-1.4%,0.0%,9.3%
KOR beta-arrestin-2,3.8%,-1.5%,6.2%,-0.2%,2.3%,-2.7%,1.2%,-4.1%
NOD1 NF-kB reporter,-13%,1%,0%,-2%,-4%,-33%,-59%,-9%

(9) CC(C)(C)c1cc(-c2n[nH]c(=S)n2-c2ccccc2F)n[nH]1
(10) Cc1cnc(NC(=O)C2CCCC2)s1
(11) CCn1ccc(C(=O)Nc2ccc(Cl)cn2)n1
(12) COc1ccc(C(c2nnnn2Cc2cccs2)N2CCN(c3ccc(F)cc3)CC2)cc1OC (configuration not stated)
(13) CC1CCCCN1C(=O)c1ccccc1NC(=O)c1ccco1 (configuration not stated)
(14) CCOC(=O)c1c(NC(=O)CSc2nnc(C)c(=O)[nH]2)sc(C)c1-c1ccc(C)cc1
(15) CCn1nc(C)c(CNC(=O)Nc2ccc3c(c2)OCO3)c1C
(16) O=C(Cc1ccccc1)Nc1c(Cl)ccc2nsnc12

Assay by compound,9,10,11,12,13,14,15,16
GPR55 antagonists,-9%,4%,4%,10%,-2%,3%,0%,6%
KOR beta-arrestin-1,36%,-12%,2%,-12%,25%,3%,-14%,4%
AID2073,-60%,10%,1%,-9%,-4%,23%,-3%,7%
GPR35 antagonists,6%,17%,-4%,10%,-9%,9%,-10%,-4%
SIAH1 antagonists,0%,4%,-4%,-6%,3%,-1%,1%,5%
GPR55 beta-arrestin,-0.3%,0.3%,-0.1%,-0.2%,0.2%,0.0%,0.2%,-0.1%
HIV peptide binding,-0.7%,-3.5%,1.4%,-2.8%,0.7%,47%,0.6%,-0.3%
KOR beta-arrestin-2,0.4%,4.5%,0.8%,-1.0%,-3.9%,-1.0%,9.3%,0.7%
NOD1 NF-kB reporter,2%,-11%,-53%,-4%,4%,43%*,-27%,-9%

(17) Cc1ccccc1CN1CCN(C/C=C/c2ccccc2)CC1
(18) O=C1C(Nc2ccccc2)=C(NS(=O)(=O)c2ccccc2)C(=O)c2ccccc21
(19) Cc1c(C(=O)NCCc2ccc(S(N)(=O)=O)cc2)cccc1[N+](=O)[O-]
(20) Cc1cccc(CN2CCN(CC(C)C)C(CCO)C2)n1 (configuration not stated)
(21) O=C1CCN(Cc2cccnc2)CCN1[C@H](CO)Cc1ccccc1
(22) Cc1ccc(CN2C(=O)S/C(=C\c3ccccc3OCC(=O)O)C2=O)cc1
(23) COc1ccccc1N1CCN(C2CCCN(C(=O)c3ccccn3)C2)CC1 (configuration not stated)
(24) COc1ccc(C2CC(=O)C=C(NNS(=O)(=O)c3ccc(C)cc3)C2)cc1 (configuration not stated)

Assay by compound,17,18,19,20,21,22,23,24
GPR55 antagonists,10%,22%,17%,0%,-1%,1%,-4%,10%
KOR beta-arrestin-1,/,-29%,-9%[20 µM],5%,-21%[20 µM],-40%[20 µM],-15%,-33%
AID2073,-6%,46%,1%,5%,7%,2%,-14%,?
GPR35 antagonists,7%,-12%,-24%,5%,5%,6%,4%,5%
SIAH1 antagonists,-4%,3%,3%,-6%,6%,1%,3%,-3%
GPR55 beta-arrestin,-0.2%,0.3%,0.8%,-0.1%,0.4%,0.2%,0.1%,-0.4%
HIV peptide binding,1.4%,-4.7%,-1.3%,0.3%,-0.2%,14%,-0.5%,1.4%
KOR beta-arrestin-2,-3.4%,7.5%,-4.3%,-6.3%,/,1.4%,-1.8%,-0.9%
NOD1 NF-kB reporter,9%,-21%,-14%,7%,2%,-16%,-16%,6%

Next part; it opens with the three that closed the last part.
(22) Cc1ccc(CN2C(=O)S/C(=C\c3ccccc3OCC(=O)O)C2=O)cc1
(23) COc1ccccc1N1CCN(C2CCCN(C(=O)c3ccccn3)C2)CC1 (configuration not stated)
(24) COc1ccc(C2CC(=O)C=C(NNS(=O)(=O)c3ccc(C)cc3)C2)cc1 (configuration not stated)
(25) COc1ccc(OC)c(S(=O)(=O)N2CCCC(C(=O)NCc3ccncc3)C2)c1 (configuration not stated)
(26) CN(C(=O)CSc1nnnn1-c1ccccc1)C1CCS(=O)(=O)C1 (configuration not stated)
(27) Clc1ccccc1-c1nnc2sc(-c3cccs3)nn12
(28) COCCn1c(SCC(=O)Nc2cc(C)on2)nnc1C(C)C
(29) COc1ccc(-n2c(N)c(C(=O)NCC3CCCO3)c3nc4ccccc4nc32)c(OC)c1 (configuration not stated)
(30) COc1cccc(OCCNC(=O)c2cc([N+](=O)[O-])cc([N+](=O)[O-])c2)c1
(31) O=c1[nH]c2ccccc2n1Cc1ccc(F)cc1
(32) CCc1nnc(NC(=O)COc2ccc(N(C)S(=O)(=O)c3ccc(C)cc3)cc2)s1

Assay by compound,22,23,24,25,26,27,28,29,30,31,32
GPR55 antagonists,1%,-4%,10%,6%,11%,7%,15%,0%,-13%,-4%,15%
KOR beta-arrestin-1,-40%[20 µM],-15%,-33%,-33%,-3%,3%,-16%,-22%,14%,-27%[20 µM],26%
AID2073,2%,-14%,?,22%,4%,11%,-3%,9%,-12%,2%,-9%
GPR35 antagonists,6%,4%,5%,16%,9%,7%,10%,4%,-1%,-8%,0%
SIAH1 antagonists,1%,3%,-3%,-4%,4%,2%,-7%,-1%,6%,8%,-8%
GPR55 beta-arrestin,0.2%,0.1%,-0.4%,-0.1%,0.2%,0.3%,-0.2%,-0.1%,-0.1%,-0.1%,0.1%
HIV peptide binding,14%,-0.5%,1.4%,-0.9%,-1.8%,1.0%,1.0%,-1.3%,-1.8%,1.6%,-1.7%
KOR beta-arrestin-2,1.4%,-1.8%,-0.9%,-2.5%,-7.6%,-6.5%,-4.0%,0.5%,-0.9%,-4.8%,-4.4%
NOD1 NF-kB reporter,-16%,-16%,6%,2%,19%,-27%,-2%,-2%,-20%,-15%,-22%

(33) CCn1c(SCC(=O)c2ccccc2)nnc1-c1cnccn1
(34) Cc1ccc(NC(=O)CCNS(=O)(=O)c2cccc3nsnc23)cc1
(35) COc1ccc(C(CC(=O)Nc2nccs2)n2cccc2)cc1 (configuration not stated)
(36) CCOC(=O)c1cc(-c2ccc(OC(F)F)cc2)nc2c1c(=O)[nH]c(=O)n2C
(37) c1cncc(-c2nnc(-c3cccs3)o2)c1
(38) Cc1ccc(-n2nc3c(n2)/C(=N/O)CC/C3=N\O)cc1
(39) c1ccc(C(c2nnnn2C2CCCCC2)N2CCc3ccccc3C2)nc1 (configuration not stated)
(40) COc1ccc2c(c1)CCC(C)N2C(=O)C(=O)c1c[nH]c2ccccc12 (configuration not stated)

Assay by compound,33,34,35,36,37,38,39,40
GPR55 antagonists,2%,-5%,17%,3%,-7%,10%,10%,-7%
KOR beta-arrestin-1,3%,6%,15%,-18%,-2%,10%,-18%,29%
AID2073,-3%,6%,-11%,18%,15%,0%,-1%,6%
GPR35 antagonists,7%,-2%,8%,1%,1%,3%,-6%,4%
SIAH1 antagonists,-1%,2%,0%,0%,-1%,2%,2%,0%
GPR55 beta-arrestin,-0.1%,0.5%,0.3%,0.2%,-0.3%,-0.2%,0.2%,0.0%
HIV peptide binding,1.3%,0.4%,-1.9%,-3.3%,5.3%,-0.1%,3.9%,-0.8%
KOR beta-arrestin-2,-2.2%,2.0%,-2.3%,0.4%,10%,-8.1%,4.3%,-3.6%
NOD1 NF-kB reporter,/,-18%,-100%,12%,-40%,-42%,-16%,-1%

(41) COc1cccc(-n2c(CN3CCN(Cc4ccccc4)CC3)nc3ccc([N+](=O)[O-])cc3c2=O)c1
(42) C/C(=N/NC(=O)c1ccccn1)c1c[nH]c2ccccc12
(43) CCOC(=O)c1c(NC(=O)CC2SC(N)=NC2=O)sc2c1CCCC2 (configuration not stated)
(44) Cc1cccc(OC(C)C(=O)N2CCCc3ccccc32)c1 (configuration not stated)
(45) Brc1cccc(-c2n[nH]c(-c3ccccc3)n2)c1
(46) Clc1cncc(Cl)c1N/N=C/c1ccccc1
(47) CCOC(=O)c1cn(CC(=O)Nc2ccccc2C(=O)OCC)nn1

Assay by compound,41,42,43,44,45,46,47
GPR55 antagonists,20%,-9%,6%,7%,1%,-8%,-7%
KOR beta-arrestin-1,6%,19%,-15%,/,-13%,-39%,-34%
AID2073,-5%,-3%,1%,-9%,-5%,4%,7%
GPR35 antagonists,-9%,-4%,1%,6%,-1%,-4%,0%
SIAH1 antagonists,5%,-4%,4%,5%,1%,-1%,7%
GPR55 beta-arrestin,0.6%,0.8%,0.5%,-0.4%,-0.1%,0.2%,0.9%
HIV peptide binding,-0.7%,-0.7%,-4.1%,0.1%,-0.1%,0.8%,-1.4%
KOR beta-arrestin-2,7.6%,-0.3%,-1.3%,-1.1%,4.0%,1.0%,6.2%
NOD1 NF-kB reporter,-11%,6%,-5%,-22%,-17%,-10%,3%

A portion of the library. The share of hits here may be higher or lower than overall.
